# Bioassay records (PubChem BioAssay)
# GAA glycogen mod: GAA glycogen-cleavage inhibition or activation | P10253 | recombinant GAA, glycogen substrate, Amplex Red glucose oxidase fluorescence | Potency, µM (doses to about 76.4 µM), without a hit: at the top dose activity change, negative = inhibition, actives largely listed as inhibitors | 0.38% of 300,000 active | AID 2100; active means well fitted inhibition curve with a large enough effect;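 further: 0% = full enzyme reaction and -100% = no-enzyme basal signal; the screen sought inhibitors and activators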
#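 Recombinant human alpha-glucosidase (4 nM final) hydrolysed bovine liver glycogen (30 ug) for 40 min at 37 C in pH 5.0 citrate/phosphate with 0.01% Tween-20. Released glucose detected by glucose oxidase/Amplex Red, Ex 573/Em 610 nm. Compounds up to 77 uM; AC50 from Hill fits.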
# * hit, by the source's call; & = joins results of further samples; [ ] = remark or other dose. Potency means the concentration at half of the fitted maximal effect.
SMILES,GAA glycogen mod
COc1ccc(-n2nc(C(=O)NCC(=O)Nc3cc(OC)ccc3OC)c3ccccc3c2=O)cc1,1.0%
COc1ccc(NS(=O)(=O)c2cccc(C(=O)NNC(=O)CNC(=O)c3cccc(C)c3)c2)cc1,-0.4%[76.3 µM]
CC(C)(C)c1cc(NC(=O)c2c(F)cccc2Cl)n(-c2ccccc2)n1,-6.6%
O=C(CNC(c1ccccc1)c1ccccc1)Nc1ccccc1F,-5.1%
CCCCCN(C(=O)CCC(=O)OCc1ccccc1C(F)(F)F)c1c(N)n(CCCC)c(=O)[nH]c1=O,5.0%[76.3 µM]
Cc1ccc(S(=O)(=O)NCCN=Cc2ccc(N(C)C)cc2)cc1,-3.6%[76.3 µM]
COc1ccc(NC(=O)CSc2nccn2Cc2ccccc2)c(OC)c1,-1.2%[76.3 µM]
C/C(=N\NC(=O)c1ccco1)c1cccc2ccccc12,2.5%
COc1ccc(N(C(C)=O)c2nc3ccccc3[nH]2)cc1,-7.9%[76.3 µM]
O=c1c2cc(Br)ccc2nc(-c2cccc(Cl)c2)n1O,2.0%
Cc1cc(C)n(CC(=O)NNC(=O)CCCOc2ccc(Cl)c(C)c2)n1,-0.3%[76.3 µM]
Cc1ccc(S(=O)(=O)NC2CC(C)(C)NC(C)(C)C2)c(C)c1C,-6.3%[76.3 µM]
COc1ccc(OCCCC(=O)N(C)CC(=O)Nc2ccccc2Cl)cc1,-3.9%[76.3 µM]
O=C(COc1ccc(S(=O)(=O)N2CCOCC2)cc1)NCCCn1ccnc1,0.4%
COc1ccc(C2(c3ccc(OC)cc3)NC(=O)N(CC(=O)Nc3ccc(C(=O)N(C)C)cc3)C2=O)cc1,-7.3%[76.3 µM]
O=C(NC(=S)Nc1ccccc1O)c1cccnc1,-27.1%[76.3 µM]
Cc1nc(NC(=O)CN2CC(C)OC(C)C2)sc1C(=O)N(C)C (centres undefined),-3.9%[76.3 µM]
CCC(C(=O)NCc1cccnc1)n1nc(C)c2sc3ccccc3c2c1=O (centres undefined),-11.6%[76.3 µM]
CCN1CCN(Cc2ccc(NC(=O)c3cc(NC(=O)c4cncc(-c5cccs5)c4)cc(OC)c3)cc2C(F)(F)F)CC1,18.0%[76.3 µM]
O=C(Nc1ccc2c(c1)C(=O)OC2)c1ccccc1Cl,7.5%
CCCN(CCC)CCNC(=O)C1(O)c2ccccc2NC(=O)N1c1cccc(OC)c1 (centres undefined),4.2%
Cc1ccc2c(=O)cc(C(=O)NCCc3ccc(S(N)(=O)=O)cc3)oc2c1,2.5%
CN1C(=O)/C(=C/c2ccc(OCc3cccc(F)c3)cc2)NC1=S,-2.0%[76.3 µM]
CC(C)(C)c1ccc(S(=O)(=O)N2CC(C(=O)O)Oc3ccc(Cl)cc32)cc1 (centres undefined),-0.5%
COc1ccc(NC(=O)CSc2nnc(-c3ccco3)n2N)cc1Cl,2.1%[76.3 µM]
CC1CC(C)CN(CCCNC(=O)CN2C(=O)c3cccnc3Oc3ccccc32)C1 (centres undefined),-4.0%[76.3 µM]
CC1=C(C(=O)N2CCCC(N3CCN(c4cccc(C(F)(F)F)c4)CC3)C2)OCCO1 (centres undefined),6.6%[76.3 µM]
O=C(O)C(CCCCNS(=O)(=O)c1ccc(F)cc1)NS(=O)(=O)c1ccc(F)cc1 (centres undefined),-5.9%&-0.4%
CCc1nnc(NC(=O)CN2CCN(Cc3cccc(OC)c3)CC2)s1,3.6%[76.3 µM]
OCC1(CCc2ccccc2)CCN(C/C=C/c2ccccc2)CC1,-16.5%[76.3 µM]
Cc1c(Cl)cccc1NC(=O)Nc1cc(C(C)(C)C)on1,-4.6%
NC(=O)c1ccc(NC(=O)CN2C(=O)NC(c3ccccc3)(c3ccccc3)C2=O)cc1,8.7%
Cc1cc(=O)oc2c3c(cc(OCC(=O)Nc4ccc(CCO)cc4)c12)OC(C)(C)CC3,-15.7%[76.3 µM]
COc1ccc(-c2c(C)nn3c(N)c(-c4ccccc4)cnc23)cc1OC,-0.2%[76.3 µM]
CCc1cccc(NC(=O)C2CCCN(c3cnccn3)C2)c1 (centres undefined),-3.2%[76.3 µM]
Cc1cc(Br)c2[nH]cc(CCNC(=O)c3ccco3)c2c1,6.4%[76.3 µM]
O=C(NC1CCN(S(=O)(=O)c2ccc(Cl)cc2)CC1)c1cccnc1,-3.0%
O=C(NCCCN1CCOCC1)c1cc2c([nH]c3ccccc32)c(-c2cccc(Br)c2)n1,9.2%[76.3 µM]
CCOC(=O)C1=C(C)N=c2s/c(=C\c3ccc(O)c([N+](=O)[O-])c3)c(=O)n2C1c1ccccc1OC (centres undefined),-2.2%[76.3 µM]
Nc1nc(Nc2ccccc2)nc(NC2CCCCC2)c1[N+](=O)[O-],-14.6%
CCCn1c(CN2CCN(C(=O)OCC)CC2)nc2cc(NC(C)=O)ccc21,-2.4%
CCc1cccc(NC(=S)N(CCN(C)C)C2CCN(C(C)C)CC2)c1,-3.3%
COC(=O)c1ccc(COc2ccccc2OC)o1,-3.2%
Cc1ccc(C)c(NS(=O)(=O)c2ccccc2C)c1,4.7%[76.3 µM]
CCOc1ccc(S(=O)(=O)NC(C)C(=O)NCc2ccc3c(c2)OCO3)cc1 (centres undefined),-0.5%
COCc1cc(C)nc(SCc2ccc(F)cc2)c1C#N,0.0%[76.3 µM]
O=C(NN1CC(C(=O)OCc2ccccc2F)CC1=O)c1ccccc1 (centres undefined),-16.7%[76.3 µM]
C=CCOc1ccc(/C=C2/C(=O)ON=C2C)cc1OC,2.6%
O=C1CCC(C(=O)N2CCC(CO)CC2)CN1Cc1ccc(Cl)cc1 (centres undefined),-1.2%[76.3 µM]
CCc1sc(C(=O)NCCc2ccc(S(N)(=O)=O)cc2)cc1C,-1.7%
CCOc1ccc(-c2c(C(=O)N/N=C/c3ccc(C)o3)nnn2-c2nonc2N)cc1,7.7%[76.3 µM]
Cn1c(-c2ccc(Cl)nc2)nc2ccccc21,5.7%
CCOc1ccc(Cl)cc1CNCCCSc1nc(C)cc(C)n1,5.9%[76.3 µM]
CN(C)S(=O)(=O)c1cccc(NC(=O)c2ccc(COc3ccccc3)cc2)c1,-1.3%
CCN(CCn1cccn1)C(=O)c1ccc(OC2CCN(C(=O)COC)CC2)cc1,0.6%[76.3 µM]
CN(C)c1ccc(C(=O)OCC(=O)NCCCc2ccccc2)cc1,0.4%
CCOC(=O)c1c(S(=O)(=O)N2CCN(c3ccc(F)cc3)CC2)c(C)n(C)c1C,2.6%[76.3 µM]
COc1ccc(-n2nc(C(=O)NCC(=O)NCCCN3CCN(C)CC3)c3ccccc3c2=O)cc1OC,-1.4%
O=C(O)COCC(=O)Nc1ccc2c(c1)ncn2CCc1ccccc1,4.1%
COc1ccc(/C=C2/SC(=S)N(CCCC(=O)N3CCN(C)CC3)C2=O)cc1,2.2%[76.3 µM]

# Six neighbouring records out of the list so far, quoted:
SMILES,GAA glycogen mod
COCc1cc(C)nc(SCc2ccc(F)cc2)c1C#N,0.0%[76.3 µM]
O=C(NN1CC(C(=O)OCc2ccccc2F)CC1=O)c1ccccc1 (centres undefined),-16.7%[76.3 µM]
C=CCOc1ccc(/C=C2/C(=O)ON=C2C)cc1OC,2.6%
O=C1CCC(C(=O)N2CCC(CO)CC2)CN1Cc1ccc(Cl)cc1 (centres undefined),-1.2%[76.3 µM]
CCc1sc(C(=O)NCCc2ccc(S(N)(=O)=O)cc2)cc1C,-1.7%
CCOc1ccc(-c2c(C(=O)N/N=C/c3ccc(C)o3)nnn2-c2nonc2N)cc1,7.7%[76.3 µM]

# More results follow.
SMILES,GAA glycogen mod
COc1ccccc1NC(=O)Cc1nnc(SCC(=O)c2ccccc2)n1C,-0.9%[76.3 µM]
Cc1ccc(/C=C(\NC(=O)c2ccccc2)C(=O)NCCN2CCOCC2)o1,-8.1%[76.3 µM]
O=C(O)c1ccccc1NCc1ccsc1,2.8%
O=C(Nc1ccc(F)cc1F)c1ccccc1NC(=O)C1CC=CCC1C(=O)O (centres undefined),-4.4%[76.3 µM]
CCCn1nnnc1COc1ccc(C(N)=O)cc1,1.6%
c1ccc(Nc2nc(-c3ccccc3)nc3ccccc23)cc1,4.5%[76.3 µM]
O=[N+]([O-])c1ccccc1S(=O)(=O)N1CCN(c2ccccc2)CC1,-9.6%[76.3 µM]
Cc1ccccc1NC(=O)NCCCN1CCN(C)CC1,4.3%
Cc1cccc(C)c1OCC(=O)Nc1ccc2c(c1)OCCO2,-3.9%[76.3 µM]
CCc1ccc(C(=O)CSc2nc(N)cc(=O)[nH]2)cc1,-16.6%[76.3 µM]
O=C(CN1CCN(S(=O)(=O)c2ccccc2)CC1)NC1CC1,-0.3%[76.3 µM]
Cc1cccc(NC(=O)CCn2c(=O)oc3ccccc32)c1,8.1%[76.3 µM]
CC1CCCCN1S(=O)(=O)c1ccc2[nH]c(=O)cc(C(=O)NCCCN3CCCCCC3)c2c1 (centres undefined),2.8%[76.3 µM]
Cc1csc(NC(=O)CSC2=NCCS2)n1,-4.0%[76.3 µM]
CNC(=S)N(CCN(C)C)Cc1cc2cc3c(cc2[nH]c1=O)OCO3,-6.4%[76.3 µM]
CSCC(=O)N1CCCC(N2CCN(c3ccc(F)cc3)CC2)C1 (centres undefined),6.1%[76.3 µM]
COc1cc2c(cc1OC)CN(CC(=O)Nc1ccccc1C(=O)NCc1ccccc1)CC2,2.1%
Cc1ccc(S(=O)(=O)NCCCN2CCCC2)cc1,3.0%

# Ordered by molecular weight (low to high): some entries from above
SMILES,GAA glycogen mod
C=CCOc1ccc(/C=C2/C(=O)ON=C2C)cc1OC,2.6%
CCCn1c(CN2CCN(C(=O)OCC)CC2)nc2cc(NC(C)=O)ccc21,-2.4%
CCCCCN(C(=O)CCC(=O)OCc1ccccc1C(F)(F)F)c1c(N)n(CCCC)c(=O)[nH]c1=O,5.0%[76.3 µM]

# Structures shown so far that have a COOH group:
SMILES,GAA glycogen mod
CC(C)(C)c1ccc(S(=O)(=O)N2CC(C(=O)O)Oc3ccc(Cl)cc32)cc1 (centres undefined),-0.5%
O=C(O)C(CCCCNS(=O)(=O)c1ccc(F)cc1)NS(=O)(=O)c1ccc(F)cc1 (centres undefined),-5.9%&-0.4%
O=C(O)COCC(=O)Nc1ccc2c(c1)ncn2CCc1ccccc1,4.1%
O=C(O)c1ccccc1NCc1ccsc1,2.8%
O=C(Nc1ccc(F)cc1F)c1ccccc1NC(=O)C1CC=CCC1C(=O)O (centres undefined),-4.4%[76.3 µM]

# The list is partial, so the mix of outcomes need not match the whole.
